POLI inh: qHTS for Inhibitors of Polymerase Iota. DNA polymerase iota (Homo sapiens), Q9UNA4. Pol iota fluorescent replication assay, 10 min. Potency, µM (series often up to 115 µM), for inactives: at the highest dose activity, negative = inhibition, actives largely listed as inhibitors. 390,000 compounds, 1% hits
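Fluorescent replication assay read twice, at 0 min and 10 min after adding 50 nM (final) substrate. Enzyme (10 nM) and compounds were first incubated 15 min at room temperature; enzyme-free buffer wells were negative controls.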
BAZ2B block: qHTS Assay for Inhibitors of BAZ2B | 360,000 compounds, 4.4% hits | AID 504333, 2011 | AlphaScreen BAZ2B-H3K14Ac peptide displacement | Potency, µM (titrated, usually from 114 µM), for inactives: at the highest dose activity change, negative = inhibition, usual class: inhibitors | Bromodomain adjacent to zinc finger domain protein 2B (Homo sapiens), Q9UIF8; also: % is scaled to controls: 0 for no effect and ±100 for the full control effect; nearly all actives have a fitted effect of over 60% in size
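Protein-peptide AlphaScreen: BAZ2B 50 nM, b-H3K14Ac 50 nM, 1x PBS pH 7.4 + 0.01% Tween-20. Preincubation 30 min RT; cpd 30 min RT (top 110 uM); beads 20 min RT, light-protected.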
Pol beta inh: qHTS Assay for Inhibitors of DNA Polymerase Beta | P06746 | Pol beta primer extension/strand displacement, fluorescence kinetic | Potency, µM (series often up to 114 µM), inactives show top-dose activity change, negative = inhibition, actives largely listed as inhibitors | 340,000 compounds, 1.3% hits; also: % is scaled to controls: 0 for no effect and ±100 for the full control effect
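Homogeneous kinetic assay of primer extension and strand displacement by 10 nM Pol beta, preincubated 15 min at room temperature with compound before 50 nM substrate (final) was added. Read at 0 and 10 min; four-parameter Hill fit.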
APEX1 inh: qHTS Assay for Inhibitors of the Human Apurinic/apyrimidinic Endonuclease 1 (APE1) | DNA repair nuclease/redox regulator APEX1 (Homo sapiens), P27695 | recombinant APE1, TAMRA/BHQ-2 abasic DNA cleavage fluorescence | Potency, µM (highest dose often 65.8 µM), for the others: top-dose activity change, negative = inhibition, hits mostly inhibitors | 350,000 compounds, 0.35% hits | AID 2517, 2012;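 also: plate controls were vehicle for no effect and reference inhibitor for full effect; nearly all actives have a fitted effect of over 55% in size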
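0.75 nM APE1 + cpd, 15 min RT; start w/ 50 nM TAMRA/BHQ-2 THF-abasic dsDNA; kinetic fluor 525/598 nm ×3 reads @60 s; Δ(read3−read1); normalized to DMSO and NSC13755 control wells.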
BLM helicase inh: qHTS Assay for Inhibitors of Bloom's syndrome helicase (BLM). RecQ-like DNA helicase BLM (Homo sapiens), P54132. recombinant BLM DNA unwinding, fluorescence dequenching. Potency, µM (doses to about 56.1 µM), for the others: top-dose activity change, negative = inhibition, most hits filed as inhibitors. 350,000 compounds, 0.2% hits. AID 2528, 2010;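 also: plate controls were vehicle for no effect and no enzyme for full effect; nearly all actives have a fitted effect of over 35% in size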
Pol eta inh: qHTS for Inhibitors of Polymerase Eta; AID 588591, 2011; Potency, µM (doses to about 114 µM), without a hit: top-dose activity change, negative = inhibition, most hits filed as inhibitors; DNA polymerase eta (Homo sapiens), Q9Y253; recombinant Pol eta, fluorescent DNA replication assay; 390,000 compounds, 1.2% hits; also: % is scaled to controls: 0 for no effect and ±100 for the full control effect
Target sequence (Q9Y253 whole entry, looked up): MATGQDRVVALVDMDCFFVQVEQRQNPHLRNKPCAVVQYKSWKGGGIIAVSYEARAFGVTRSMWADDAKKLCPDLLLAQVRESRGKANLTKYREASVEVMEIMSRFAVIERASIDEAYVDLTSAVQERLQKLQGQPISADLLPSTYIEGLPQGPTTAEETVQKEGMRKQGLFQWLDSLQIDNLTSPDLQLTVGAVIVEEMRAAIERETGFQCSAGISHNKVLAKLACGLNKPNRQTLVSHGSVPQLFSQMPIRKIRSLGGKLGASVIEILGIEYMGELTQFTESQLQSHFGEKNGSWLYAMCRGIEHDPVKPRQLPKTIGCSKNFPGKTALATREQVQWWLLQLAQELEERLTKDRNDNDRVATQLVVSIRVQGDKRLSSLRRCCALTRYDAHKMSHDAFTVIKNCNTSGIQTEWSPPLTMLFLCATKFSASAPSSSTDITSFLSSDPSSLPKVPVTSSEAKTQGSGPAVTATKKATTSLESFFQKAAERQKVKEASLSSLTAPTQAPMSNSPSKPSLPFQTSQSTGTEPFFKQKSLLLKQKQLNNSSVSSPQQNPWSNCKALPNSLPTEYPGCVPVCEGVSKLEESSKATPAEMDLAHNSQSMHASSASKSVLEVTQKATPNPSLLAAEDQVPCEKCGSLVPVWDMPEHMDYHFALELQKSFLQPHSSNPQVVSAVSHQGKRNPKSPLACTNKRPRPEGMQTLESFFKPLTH
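Pol eta (10 nM) was preincubated with compounds for 15 min at room temperature, after which fluorescent replication substrate (50 nM final) was added to start the reaction. Fluorescence was read kinetically at 0 and 10 min.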
Pol kappa inh: qHTS for Inhibitors of Polymerase Kappa; purified Pol kappa, fluorescent DNA synthesis assay, 10 min; Potency, µM (titrated, usually from 107 µM), for the others: at the top dose activity, negative = inhibition, actives largely listed as inhibitors; 400,000 compounds, 0.53% hits; AID 588579, 2011; also: % is scaled to controls: 0 for no effect and ±100 for the full control effect
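10 nM Pol kappa preincubated 15 min at room temperature with compounds, then reaction started with substrate at 50 nM final. Fluorescence read kinetically at 0 and 10 min; buffer-only wells served as negative control.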
G9a block: qHTS Assay for Inhibitors of Histone Lysine Methyltransferase G9a; Potency, µM (top dose mostly 102 µM), for inactives: at the top dose activity, negative = inhibition, actives largely listed as inhibitors; AID 504332, 2011; G9a H3K9 monomethylation, AlphaScreen, 2 h; 350,000 compounds, 8.8% hits; Histone-lysine N-methyltransferase EHMT2 (Homo sapiens), Q96KQ7; also: % is scaled to controls: 0 for no effect and ±100 for the full control effect; nearly all actives have a fitted effect of over 75% in size
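Using a bead-based AlphaScreen, monomethylated H3K9 product from 2 h room-temperature reactions (G9a 20 nM, peptide 500 nM, SAM 20 uM) was detected with 0.5 ug/mL rabbit anti-H3K9me1 antibody.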
Anesthetic bind: qHTS Assay for Identification of Novel General Anesthetics; AID 485281, 2010; apoferritin/1-aminoanthracene competitive binding, fluorescence; Potency, µM (doses to about 77.5 µM), for inactives: at the highest dose activity change, negative = displacement, usual class: inhibitors; 350,000 compounds, 0.074% hits; also: % is scaled to controls: 0 for no effect and ±100 for the full control effect; nearly all actives have a fitted effect of over 20% in size
Target sequence (P02791 2-175 limits assumed): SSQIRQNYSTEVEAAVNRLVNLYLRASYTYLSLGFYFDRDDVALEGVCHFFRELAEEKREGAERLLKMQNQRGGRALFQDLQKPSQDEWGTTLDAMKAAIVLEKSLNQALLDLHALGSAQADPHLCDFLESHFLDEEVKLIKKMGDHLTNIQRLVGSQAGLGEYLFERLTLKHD
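Horse-spleen apoferritin (10 uM) was mixed with 50% saturated 1-aminoanthracene in PBS, exposed to compounds for 10 min at room temperature, and read for fluorescence (ex 380 nm, em 535 nm). Competitive displacement was fitted with a four-parameter Hill equation.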
Numbers without * were called inactive; ? = inconclusive; / = no result given; [ ] = dose if it differs, or a comment. Calls follow the shape of the dose curve; as a rule, active = well fitted curve in the direction sought with a large enough effect; inconclusive = small, poorly fitted or top-dose-only effect, or another doubt; inactive = no such curve, though single readings can be large; an effect the other way counts as inactive or inconclusive. Potency is read from the fitted curve at half-maximal effect. Only part of the results is shown. The share of hits here may be higher or lower than overall.

#1 O=C(NC1(C(F)(F)F)NC(=O)N(c2ccccc2)C1=O)c1cccs1 (stereo not drawn)
#2 CC(=O)N1CCc2c(sc(NC(=O)C3CCCN3S(=O)(=O)c3cccs3)c2C(N)=O)C1 (stereo not drawn)
#3 Cc1ccc(F)c([C@H]2C3C=CCC(c4ccccc4)C3C(=O)N2Cc2ccccc2)c1 (stereo partly drawn)
#4 Cn1c(Cn2c(=O)sc3ccccc32)nnc1SCC(=O)NCc1ccc(F)cc1
#5 O=C(Cc1c(F)cccc1Cl)N1CCN(C(=O)c2ccco2)CC1
#6 C=CC[C@@H](CC(=O)N[C@@H](CO)Cc1ccccc1)C(=O)N[C@H](COC(=O)[C@@H](CC=C)Cc1ccc(F)cc1)Cc1ccccc1
#7 C=CCc1ccccc1OCCCCN1CCCC1
#8 Cc1cccc(NC(=O)CCc2c(C)nn(-c3ccc(N4CCOCC4)nn3)c2C)c1

entry no.	1	2	3	4	5	6	7	8
POLI inh	-12%	33%[activator]	5%	-24%	52%[activator]	52%[activator]	4%	16%
BAZ2B block	5%	-30%	4%	1%	8%	/	50µM*	-16%[57.1 µM]
Pol beta inh	15%	/	0%	16%	4%	/	26%	1%
APEX1 inh	5%	43%[activator]	-8%	-7%	2%	9%	12%	34%
BLM helicase inh	-6%	/	-8%	-8%	-1%	/	6%	-1%
Pol eta inh	-13%	4%	-17%	-11%	-15%	-13%	-12%	-7%
Pol kappa inh	-16%	-4%	13%	1%	?	-17%	-2%	2%
G9a block	-46%[59 µM]	?	-1%[59 µM]	7%[59 µM]	-27%[12.7 µM]	/	?	7%
Anesthetic bind	2%	/	-11%	-5%	-3%	/	0%	-1%

Quoted from the listing.
In BAZ2B block, entry 3 is entered as 4%
In G9a block, entry 5 is entered as -27%[12.7 µM]
In Pol eta inh, entry 7 is entered as -12%
In POLI inh, entry 6 is entered as 52%[activator]
In APEX1 inh, entry 8 is entered as 34%

Next section.
#9 Cc1nc2ccccn2c1C(=O)OCC#N
#10 O=C(c1ccc(C(F)(F)F)cc1)n1ccc(-c2cccs2)n1
#11 CCOc1ccc(N(CC(=O)NC2CCCC2)S(=O)(=O)c2c(C)noc2C)cc1
#12 O=C(NCCc1ccccc1)c1cnn2c(C(F)F)cc(C3CC3)nc12
#13 Cc1cccc(N2CC(C(=O)NCCC3=CCCCC3)CC2=O)c1C (stereo not drawn)
#14 O=C(c1cccc(S(=O)(=O)N2CCN(c3ccc(F)cc3)CC2)c1)N1CCCC1
#15 COc1ccccc1C(=O)/C=C/c1ccc(N2CCCCC2)c([N+](=O)[O-])c1
#16 Oc1ccc(Cl)cc1C=Nc1ccc2c3c(cccc13)CC2

entry no.	9	10	11	12	13	14	15	16
POLI inh	-11%	138%[activator]	5%	5%	55%[activator]	-10%	-5%	137%[activator]
BAZ2B block	0%	58%[activator]	-3%	5%	33%[activator]	/	6.3µM*	-27%
Pol beta inh	28%	1%	0%	2%	/	/	-20%	1%
APEX1 inh	-1%	-3%	-4%	-3%	9%	25%	0%	2%
BLM helicase inh	-6%	-3%	-2%	0%	/	/	-12%	-5%
Pol eta inh	-5%	-14%	-15%	-9%	6%	-10%	-4%	-17%
Pol kappa inh	-8%	2%	0%	-4%	-14%	2%	1%	1%
G9a block	27%	68%[activator][59 µM]	11%	-2%[12.7 µM]	-3%[0.501 µM]	/	13µM*	15%[59 µM]
Anesthetic bind	-7%	4%	-7%	-22%	/	/	?	-4%

#17 O=C1C2C3C=CC(C4CC34)C2C(=O)N1Cc1ccco1 (stereo not drawn)
#18 COc1cc(NC(=O)c2cc3nc(C)cc(C)n3n2)c(OC)cc1Cl
#19 Cc1cc(SCC(=O)OCC(=O)N(C)C2CCS(=O)(=O)C2)c(C)cc1Br (stereo not drawn)
#20 CCOc1ccc(N(C(=O)c2cc3ccccc3oc2=O)C2C=CS(=O)(=O)C2)cc1 (stereo not drawn)
#21 O=[N+]([O-])c1ccc(-c2csc(Nc3ccccc3)[n+]2Cc2ccccc2)cc1
#22 Cc1ccc(NC(=O)CN2C(=O)COc3ccc(S(=O)(=O)N4CCCCC4)cc32)cc1N(C)C
#23 O=C(NCc1cccc(Br)c1)C1CCN(C(=O)c2sccc2-n2cccc2)CC1
#24 N#CCSc1nc2ccccc2c(=O)n1CCC(=O)NCCc1ccccc1

entry no.	17	18	19	20	21	22	23	24
POLI inh	6%	?	11%	159%[activator]	10%	31%[activator]	24%	2%
BAZ2B block	-23%	-2%	17%	-11%	40µM*	-39%	?	4%
Pol beta inh	10%	12%	/	1%	34%	21%	14%	12%
APEX1 inh	0%	-8%	-8%	-2%	0%	/	/	-3%
BLM helicase inh	-2%	-6%	/	-1%	0%	-1%	-5%	0%
Pol eta inh	-6%	-14%	-6%	8%	-15%	-10%	/	3%
Pol kappa inh	-8%	-3%	-18%	-2%	-2%	1%	3%	-6%
G9a block	?	-9%[59 µM]	?	7%	?	-39%[59 µM]	-32%[59 µM]	10%
Anesthetic bind	?	-6%	/	-11%	-7%	-9%	16%	-6%

The list goes on; the last two above are carried over.
#23 O=C(NCc1cccc(Br)c1)C1CCN(C(=O)c2sccc2-n2cccc2)CC1
#24 N#CCSc1nc2ccccc2c(=O)n1CCC(=O)NCCc1ccccc1
#25 CCOc1ccccc1CNc1ncnc2onc(-c3ccc(F)cc3)c12
#26 COc1cc(Cl)c(C)cc1NC(=O)COc1cc(C)nc(C(C)C)n1
#27 CCNC(=O)CSc1nnc(-c2cccc(S(=O)(=O)N3CCOCC3)c2)o1
#28 CCC(C)(C(=O)NC1CCCCC1)N(C(=O)C1CCC(=O)N1)c1ccccc1 (stereo not drawn)
#29 C=C(C)[C@@H]1CCC2(C(=O)O)CC[C@]3(C)[C@H](CC[C@@H]4[C@@]5(C)CCC(=O)C(C)(C)[C@@H]5CC[C@]43C)[C@@H]12 (stereo partly drawn)
#30 CCN1CCN(C(CNS(=O)(=O)c2ccc(C)cc2)c2cccnc2)CC1 (stereo not drawn)
#31 CS(C)(=O)=O
#32 Cc1ccccc1C(=O)N1CCCC(N2CCN(Cc3ccc4c(c3)OCO4)CC2)C1 (stereo not drawn)

entry no.	23	24	25	26	27	28	29	30	31	32
POLI inh	24%	2%	5%	17%	-21%	26%	?	7%	/	53%[activator]
BAZ2B block	?	4%	13%[57.1 µM]	25%	32%[activator]	5%	-1%	1%	/	-7%
Pol beta inh	14%	12%	-18%	1%	/	-1%	11%	72%	/	2%
APEX1 inh	/	-3%	/	1%	3%	4%	3%	-12%	1%	-3%
BLM helicase inh	-5%	0%	-2%	-2%	/	-3%	-2%	2%	-12%	2%
Pol eta inh	/	3%	1%	2%	4%	-7%	-2%	-5%	/	-7%
Pol kappa inh	3%	-6%	-4%	-6%	-12%	-13%	-3%	-18%	-10%[60.1 µM]	9%
G9a block	-32%[59 µM]	10%	11%[59 µM]	19%[59 µM]	-18%	12%	3%	/	-40%[2.33 µM]	/
Anesthetic bind	16%	-6%	-5%	-22%	/	-1%	-4%	-6%	6%	-6%

4 compounds picked at random from the list so far:
#31 CS(C)(=O)=O
#26 COc1cc(Cl)c(C)cc1NC(=O)COc1cc(C)nc(C(C)C)n1
#27 CCNC(=O)CSc1nnc(-c2cccc(S(=O)(=O)N3CCOCC3)c2)o1
#30 CCN1CCN(C(CNS(=O)(=O)c2ccc(C)cc2)c2cccnc2)CC1 (stereo not drawn)

entry no.	31	26	27	30
POLI inh	/	17%	-21%	7%
BAZ2B block	/	25%	32%[activator]	1%
Pol beta inh	/	1%	/	72%
APEX1 inh	1%	1%	3%	-12%
BLM helicase inh	-12%	-2%	/	2%
Pol eta inh	/	2%	4%	-5%
Pol kappa inh	-10%[60.1 µM]	-6%	-12%	-18%
G9a block	-40%[2.33 µM]	19%[59 µM]	-18%	/
Anesthetic bind	6%	-22%	/	-6%

Following part.
#33 Cc1ccccc1Nc1nnc(SCC(=O)NC2CCCc3ccccc32)s1 (stereo not drawn)
#34 Cc1ccc(C)n1-n1cnc2sc3c(c2c1=O)CCCCC3
#35 C=CCn1c(N)c(C(=O)OC(C)(C)C)c2nc3ccccc3nc21
#36 CCOC(=O)c1ccc(NC(=O)CSc2nnc(CCc3ccc(C)o3)n2-c2ccccc2)cc1
#37 COc1cccc(NC(C)(C)c2nnnn2-c2c(C)cccc2C)c1
#38 CCOC(=O)c1c(C)[nH]c(C(=O)N2CCCC(C(=O)c3ccccc3OC)C2)c1C (stereo not drawn)
#39 CCOC(=O)C(C)CC(C)C(=O)N1CCOCCN(C(=O)C(C)CC(C)C(=O)OCC)CCOCC1 (stereo not drawn)

entry no.	33	34	35	36	37	38	39
POLI inh	-1%	1%	88%[activator]	?	44%[activator]	-6%	-5%
BAZ2B block	8%	?	0%	-29%	-29%	?	-1%
Pol beta inh	23%	1%	7%	0%	-6%	-1%	32%
APEX1 inh	1%	-3%	-3%	-3%	6%	-2%	15%
BLM helicase inh	-3%	-3%	-4%	0%	-7%	-4%	-5%
Pol eta inh	-14%	-7%	-29%	-14%	-10%	-18%	-7%
Pol kappa inh	-4%	-21%	-5%	6%	-4%	-1%	0%
G9a block	-22%	-8%[12.7 µM]	0%	45µM*	-2%	-48%	-19%[12.7 µM]
Anesthetic bind	-11%	?	/	-13%	-10%	-9%	-23%

Screening data from PubChem.
